# Screens: PubChem BioAssay, National Center for Advancing Translational Sciences (NCATS)
# CHX counter – Cycloheximide Counterscreen for Small Molecule Inhibitors of Shiga Toxin. cell reporter, cycloheximide protein synthesis inhibition counterscreen. 300,000 compounds, 12% hits. AID 2314, 2010. max response, %; in the data active = max response mostly above about 13%, no sharp cut-off; inactive = mostly below about 14%; also: read at 38.3 µM for the half of the compounds with a filed dose; 0% is about no effect
# FBPA Giardia inh – qHTS Assay for Inhibitors of Fructose-1,6-bisphosphate Aldolase from Giardia Lamblia; Potency, µM (titrated, usually from 59.6 µM), without a hit: top-dose activity, negative = inhibition, usual class: inhibitors; 290,000 compounds, 0.71% hits; purified Giardia FBPA; AID 2451, 2010; also: potency is read from the fitted curve at half-maximal effect; % is scaled to controls: 0 for no effect and ±100 for the full control effect; nearly all actives have a fitted effect of over 55% in size
# Target sequence (A8B2U2 whole entry, looked up): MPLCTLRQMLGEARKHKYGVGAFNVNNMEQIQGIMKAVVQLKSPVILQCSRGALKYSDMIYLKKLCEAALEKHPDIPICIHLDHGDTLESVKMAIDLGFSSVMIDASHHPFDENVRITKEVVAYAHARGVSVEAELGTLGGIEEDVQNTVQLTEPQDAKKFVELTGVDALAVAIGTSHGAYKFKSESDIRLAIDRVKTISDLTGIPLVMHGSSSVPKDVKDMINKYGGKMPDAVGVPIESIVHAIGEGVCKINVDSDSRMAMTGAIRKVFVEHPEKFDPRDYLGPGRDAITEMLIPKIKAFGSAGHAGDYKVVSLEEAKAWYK
#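 Giardia FBPA (40 nM reagent) was preincubated 10 min at RT with compound (up to 57.5 uM final), then substrate plus GAPDH/TPI/NAD/arsenate coupling system with diaphorase/resazurin was added; resorufin fluorescence (525/598 nm) was read after 20 min.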
# Shiga toxin inh – A qHTS for Small Molecule Inhibitors of Shiga Toxin; AID 2315, 2010; 290,000 compounds, 9.2% hits; Vero cells, Shiga toxin protein synthesis inhibition reporter; inhibition, % at 38.7 µM; in the data active = inhibition mostly above about 28%, no sharp cut-off; inactive = mostly below about 43%; also: 0% is about no effect
# HCV inhibitor – qHTS Assay for Inhibitors of Hepatitis C Virus (HCV). 340,000 compounds, 3.4% hits. Potency, µM (highest dose often 41.8 µM), for the others: at the top dose activity change, negative = inhibition, hits mostly inhibitors. Huh7.5.1 HCVcc-Cre infection, luciferase reporter, 44 h; also: potency is read from the fitted curve at half-maximal effect; % is scaled to controls: 0 for no effect and ±100 for the full control effect
#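 Cells (1,000/well) were plated 4 h before compound, then infected with HCVcc-Cre virus (~0.5 moi). After 44 h further culture, infection was read as luciferase luminescence following a 15 min substrate incubation at room temperature.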
# Pf growth 96h – Primary qHTS for delayed death inhibitors of the malarial parasite plastid, 96 hour incubation | Potency, µM (top dose mostly 28.7 µM), for inactives: at the top dose activity change, negative = inhibition, hits mostly inhibitors | 320,000 compounds, 6.9% hits | P. falciparum luciferase reporter growth, 96 h; also: potency is read from the fitted curve at half-maximal effect; % is scaled to controls: 0 for no effect and ±100 for the full control effect
#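 Two parasite generations (96 h, 37 C, 5% CO2) of compound exposure in infected erythrocytes (0.05% parasitemia, 2% hematocrit). Luciferase-reporter P. falciparum; decreased luminescence indicates inhibited growth, aimed at apicoplast-acting delayed death.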
# Pf growth 48h – Primary qHTS for delayed death inhibitors of the malarial parasite plastid, 48 hour incubation. Potency, µM (top dose mostly 28.7 µM), inactives show top-dose activity change, negative = inhibition, actives largely listed as inhibitors. P. falciparum luciferase growth in erythrocytes, 48 h. 310,000 compounds, 5.9% hits; also: potency is read from the fitted curve at half-maximal effect; % is scaled to controls: 0 for no effect and ±100 for the full control effect
#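 Parasite viability was followed by luminescence of a genomically integrated firefly luciferase. Cultures held 0.1% parasitemia at 2% hematocrit (final), incubated under 5% CO2 at 37 C.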
# An asterisk follows results filed as active; i = inactive; ? = inconclusive; . = no result given; & = joins results of further samples; [ ] = another dose, or the depositor's remark. Unless noted, calls follow the shape of the dose curve; as a rule, active = well fitted curve in the direction sought with a large enough effect; inconclusive = small, poorly fitted or top-dose-only effect, or another doubt; inactive = no such curve, though single readings can be large; an effect the other way counts as inactive or inconclusive.
item	Molecule	CHX counter	FBPA Giardia inh	Shiga toxin inh
1	CC(=O)N1CCC(C(=O)Nc2cc(C)cc(C)c2)CC1	2	2%	9
2	Cc1ccc(-c2ccc(=O)n(CC(=O)NCCCN3CCCCC3)n2)cc1	10	-4%	-7
3	CC(=O)Nc1ccc(-c2nnn(CC(=O)Nc3ccc4c(c3)OCO4)n2)cc1Cl	2	7%	-2
4	CCc1ccc(NC(=O)Cn2nnc(-c3ccc(C)cc3-n3cnnn3)n2)cc1	-2	2%	-4
5	CCN(CC)CCNCc1cc(Br)ccc1OCC(=O)NCc1ccccc1	4	-12%	-13
6	COc1ccc(C)cc1NC(=O)COC(=O)C1CC1	-2	3%	-27
7	CC1CCCCC12NC(=O)N(Cc1cc(=O)n3ccsc3n1)C2=O (stereo not drawn)	30*	-1%	2
8	CCC(C)NC(=O)C(Sc1ccccc1)c1ccccc1 (stereo not drawn)	-1	-1%	-14
9	CC1(C)Cc2cccc(C(=O)NC3CCN(Cc4ccccc4)CC3)c2O1	-1	0%	-15
10	COCCCn1c(SCc2nnc(-c3ccc(OC)c(OC)c3)o2)nnc1-c1ccncc1	-3	1%	9
11	Brc1ccccc1-c1nnc(COc2ncnc3ccccc23)o1	-1	5%	-6
12	O=C(CSc1nnc(NC(=O)c2c(F)cccc2F)s1)NC1CCCCC1	10	4%	3

item	HCV inhibitor	Pf growth 96h	Pf growth 48h
1	11%	58%[activator]	?
2	?	?	-4%
3	5%	?	-2%
4	?	13%	1%
5	-20%	12µM*	?
6	5%	.	1%
7	7%	-3%	-2%
8	31%[activator]	?	?
9	-20%	?	?
10	-8%	-19%	7%
11	-3%	-22%	?
12	5%	47%[activator]	-10%

# Following part
item	Molecule	CHX counter	FBPA Giardia inh	Shiga toxin inh
13	Cc1ccc(CNC(=O)/C(C#N)=C/c2ccc(C)s2)cc1	-2	1%	7
14	COc1ccc(OC)c(S(=O)(=O)NCCc2ccccc2)c1	31	5%	37
15	COc1ccc(CNC(=O)[C@H](C)NC(=O)C2CCN(S(=O)(=O)c3ccccc3)CC2)cc1	9	.	-1
16	CCOc1ccccc1N(C(=O)Nc1ccc(Cl)cc1)C1=NC(C)CS1 (stereo not drawn)	25*	-5%	82*
17	CCOC(=O)N1CCC(NC(=O)CCc2nc(C3=CCN(C)CC3)no2)CC1	-4	-6%	6
18	O=C(Cn1nc(C(F)F)cc1C(F)F)NNC(=S)Nc1ccc(F)cc1	-2	18%	-3
19	COCCN(C(=O)C(C)C)c1nnc(-c2ccc(C)cc2)s1	29	.	83*
20	O=C(Cc1ccccc1)Nc1ccc(NC(=O)c2ccccc2)nc1	38*	-7%	174*
21	CCOC(=O)c1ccccc1NC(=O)COC(=O)CSCC(=O)Nc1cc(C)on1	.	.	.
22	O=C(N/N=C/c1ccc(Br)s1)c1c[nH]c2ccccc12	46*	2%	68*
23	Clc1ccc(Cl)c(OCCN2CCCC2)c1	-2	-28%	-9
24	Cc1ccc(CNC(=O)c2ccc(NC(=O)CCS(=O)(=O)c3cccs3)cc2)cc1	-4	0%	5

item	HCV inhibitor	Pf growth 96h	Pf growth 48h
13	-4%	3%	37%[activator]
14	-1%	30%[activator]	38%[activator]
15	-3%	?	19%
16	-4%	28%	5%
17	9%&-3%	?	1%
18	20%	.	10%
19	-1%	69%[activator]	78%[activator]
20	-25%	?	71%[activator]
21	?	35%[activator]	0%
22	?	-26%	10%
23	-4%	-8%	0%
24	-4%	?	4%

# More results:
item	Molecule	CHX counter	FBPA Giardia inh	Shiga toxin inh
25	O=C(c1ccc2ccccc2n1)N1CCN(c2ccccc2)CC1	-3	13%	-5
26	N#CC1=C(S)N(c2ccccc2)C(c2ccc(-c3ccc(Cl)c(Cl)c3)o2)NC1=O (stereo not drawn)	6	-24%	0
27	COC(=O)Cc1c(O)ccn(Cc2ccc3c(c2)OCO3)c1=O	-2	1%	-2
28	O=C(c1cccs1)N1CCC(N2CCN(c3ccccc3)CC2)CC1	1	?	6
29	COc1cccc(/C(O)=C/c2nc3ccc(C(=O)NCCc4ccc(Cl)cc4)cc3[nH]c2=O)c1	2	1%	-3
30	CC1CCN(C(=S)Nc2ccc(SC(F)F)cc2)CC1	59*	2%	64*
31	Cc1ccnc(NS(=O)(=O)c2ccc(N3C(=O)c4ccccc4C3=O)cc2)n1	-2	6%	-10
32	CCN(C(=O)CSc1nc2n[nH]c(C)c2c(=N)n1-c1ccc(Cl)c(C)c1)c1cccc(C)c1	1	10%	-5
33	COc1ccc2[nH]c(C)c(CCN(Cc3cccs3)C(=S)Nc3cccc(F)c3)c2c1	18	?	28
34	CN(Cc1ccno1)Cc1cn(C)nc1-c1ccc(Oc2ccccc2)cc1	8	-10%	-2
35	C=CCN1C(=O)c2ccc(C(=O)OCC(=O)Nc3ccc(S(N)(=O)=O)cc3)cc2C1=O	.	.	.
36	COC(=O)c1ccc(NC(=O)CSc2nnc(COc3ccc4c(c3)CCCC4)o2)cc1	3	1%	-17

item	HCV inhibitor	Pf growth 96h	Pf growth 48h
25	1%	.	4%
26	14%	-5%	1%
27	11%	?	4%
28	-6%	3.3µM*	1%
29	8%	85%[activator]	10%
30	?	217%[activator]	107%[activator]
31	1%	16%	10%
32	?	26%	?
33	?	0.74µM*	0.37µM*
34	-14%	10%	-3%
35	?	13%	-1%
36	17%	1.9µM*	-7%

# (continued)
item	Molecule	CHX counter	FBPA Giardia inh	Shiga toxin inh
37	CCCCSCc1ccc(C(=O)O)o1	1	11%	-4
38	CCOc1ccc(Nc2ccnc3cc(Cl)ccc23)cc1	-3	-1%	20
39	CCOc1cc2c(cc1/C=C/c1noc(C)c1[N+](=O)[O-])OC(C)C2 (stereo not drawn)	-2	-5%	3
40	C=CCC1(CC=C)CCCN1C(=O)C1CCC(=O)N(CCc2ccccc2)C1 (stereo not drawn)	77*	.	102*
41	CC(C)C(c1nnnn1C1CCCCC1)N1CCc2ccccc2C1 (stereo not drawn)	-2	?	27
42	Cc1cccc(NC(=S)NNC(=O)c2sccc2C)c1	25*	13%	107
43	C/C(=N\Nc1cc(C)nc(-c2ccccc2O)n1)c1ccccc1	31*	-8%	151
44	CCC1CCCCN1C(=O)Cn1c(=O)n(CCCC(=O)NCc2ccco2)c(=O)c2sccc21 (stereo not drawn)	-3	13%	-8
45	O=C(CSc1nc2c(cnn2-c2cccc(Cl)c2)c(=O)[nH]1)NCCC1=CCCCC1	.	.	.
46	COc1ccc(Br)cc1C1C2C=CCCC2(C)C(=O)N1Cc1ccccc1 (stereo not drawn)	10	0%	3
47	Clc1ccc(C2=NNC(=NCc3ccc4c(c3)OCO4)SC2)cc1	1	1%	27
48	Cc1ccc(OCCn2ccc(=O)[nH]c2=O)cc1C	1	4%	-17

item	HCV inhibitor	Pf growth 96h	Pf growth 48h
37	?	5%	-2%
38	-28%	5%	-17%
39	?	?	-10%
40	-17%	?	?
41	-15%	8%[5.75 µM]	15µM*
42	20%	.	141%[activator]
43	?	?	-86%
44	7%	36%[activator]	-15%
45	6%	6%	-12%
46	.	.	.
47	-4%	?	?
48	8%	?	1%

# Next part.
item	Molecule	CHX counter	FBPA Giardia inh	Shiga toxin inh
49	CCCCN1C(=O)CC(Sc2ccccc2C(=O)O)C1=O (stereo not drawn)	-4	7%	-5
50	CCCCNC(=O)C1c2ccccc2Oc2ccccc21	-1	3%	-6
51	COc1cccc(C(=O)CSc2nc3cccnc3n2C)c1	3	-15%	16
52	Cc1ccc(-c2nnn(CC(=O)N(c3ccccc3)C(C(=O)NCC3CCCO3)c3ccc(F)cc3)n2)o1 (stereo not drawn)	2	0%	-5
53	CC(C)(C)C(=O)Nc1sc(-c2ccccc2)cc1C(=O)O	41*	7%	112*
54	CCOc1ccc(S(=O)(=O)N2CCCCC2)cc1NC(=O)Cc1cccs1	.	.	.
55	Cc1cccc(C2CC(c3ccc(Cl)cc3)Nc3nc(N)nn32)c1 (stereo not drawn)	-3	4%	-7
56	CCc1ccc(NC(=O)CCn2c(=O)oc3ccccc32)cc1	9	-5%	11
57	CCOc1ccccc1NCc1nnc(-c2ccccc2)o1	15*	-3%	11
58	CCCOc1ccc(N2C(=O)CC(NCc3ccncc3)C2=O)cc1 (stereo not drawn)	1	2%	-11
59	CCCC(=O)c1cc(F)c(N2CCOCC2)cc1C	13	10%	16
60	CC(C)(C)c1ccc(OCC(=O)NCCN2CCCC2)cc1	-2	-2%	-22

item	HCV inhibitor	Pf growth 96h	Pf growth 48h
49	11%	-20%	32%[activator]
50	-3%	89%[activator]	20%
51	?	-24%	0%
52	6%	-22%	12%
53	7%	0%	82%[activator]
54	?	?	?
55	18%	46%[activator]	-19%
56	9%	0%	87%[activator]
57	-28%	10%	-4%
58	8%	.	5%
59	1%	1.3µM*	18%
60	-7%	.	-1%

# (list continues)
item	Molecule	CHX counter	FBPA Giardia inh	Shiga toxin inh
61	O=C(NCc1ccc2c(c1)OCO2)c1nnc(Cc2ccc(Cl)cc2)o1	-2	-7%	-14
62	O=C(c1ccccc1-c1ncc[nH]1)N1CCCC(Nc2ccc(F)cc2)C1 (stereo not drawn)	-2	.	-33
63	CC(C)CN(C(=O)COC(=O)c1ccc(Cl)c(N)c1)c1c(N)n(Cc2ccccc2)c(=O)[nH]c1=O	.	.	.
64	CCSC1=NCCN1C(=O)c1ccc(S(=O)(=O)N(C)C)cc1	-10	1%	2
65	Nc1nc(SCC(=O)Nc2ccccc2-c2ccccc2)n[nH]1	-5	6%	-8
66	O=C(c1cc(-c2ccc(Cl)cc2)on1)N1CCc2ccccc2C1	-3	0%	-9
67	O=C(Nc1ccc(N2CCCC2)cc1)c1cc(Br)ccc1Cl	14	9%	32
68	Cc1ccc(NC(=S)N2CCC(c3ccccc3)C2)c(Cl)c1 (stereo not drawn)	19	1%	72*
69	COC(=O)C1=C(c2ccc(F)cc2F)C[C@@H]2CC[C@H]1N2C(=O)NCc1ccco1	.	.	.
70	CCOC(=O)CN1C(=O)S/C(=C/c2ccc(O)c([N+](=O)[O-])c2)C1=O	-2	4%	12

item	HCV inhibitor	Pf growth 96h	Pf growth 48h
61	-10%[8.37 µM]	-12%	3%
62	26%	-5%	2%
63	-8%	?	?
64	4%	-9%	3%
65	-20%	-10%	-11%
66	20%	18%	3%
67	?	?	?
68	3%	6%	i
69	-8%	-19%	?
70	-3%	?	-7%

# Rows are unselected. About 24% of those tested had a hit in this group.
